From PubChem BioAssay
LYP phosphatase: inhibitors of LYP phosphatase, biochemical, fluorescence intensity, uHTS (AID 1779); Tyrosine-protein phosphatase non-receptor type 22 (Homo sapiens); recombinant LYP phosphatase, fluorescence intensity; higher % means a stronger effect; one-dose inhibition, % at 11.5 µM; IC50 in µM for titrated hits; 290,000 tested, 0.054% active;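 note: plate controls were vehicle with enzyme for no effect and no enzyme for full effect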
AID2073: inhibitors of Mint1-CaV2.2 protein interaction, biochemical, HTRF (AID 2073). Voltage-dependent N-type calcium channel subunit alpha-1B (Homo sapiens). HTRF protein-protein interaction, Mint1-CaV2.2; higher % means a stronger effect. inhibition, % at 20 µM, or IC50 in µM where a hit was titrated. 290,000 tested, 0.19% active; in the data active = inhibition mostly above about 51%, no sharp cut-off; inconclusive = no clear call, values can overlap the other calls; inactive = mostly below about 53%; note: some results filed as inactive read as strong as hits
P. falciparum M17LAP: P. falciparum M17LAP inhibitors, primary screen, biochemical, fluorogenic H-Leu-NHMec substrate, 1536-well (AID 1619); recombinant M17LAP, H-Leu-NHMec fluorogenic kinetic assay; higher % means a stronger effect; Leucine aminopeptidase (Plasmodium falciparum (isolate 3D7)); 220,000 tested, 0.38% active; one-dose inhibition, % at 30 µM; IC50 in µM for titrated hits;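 active = compound inhibiting the enzyme by more than half at any dose during confirmatory dose-response retesting; inconclusive = strong single-dose inhibitors picked by rank but not retested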;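 note: plate controls were full reaction with DMSO carrier for no effect and no enzyme background for full effect; strong numbers were not always called active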
CSM14.1 death rescue: rescue of cells from ER stress-induced death, primary screen, 384-well, CSM14.1, thapsigargin, ATP luminescence (AID 1222) | CSM14.1 thapsigargin-induced death rescue, ATP luminescence; higher % means a stronger effect | cellular ATP content (survival), % at 20 µM; hits with a dose series show EC50 in µM | 190,000 tested, under 10 active;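 active = EC50 below 50 µM in the dose-response confirmation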;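 note: death triggered by thapsigargin at about 15 µM added after 2 h compound pretreatment; cell ATP read after overnight thapsigargin exposure of roughly 18 to 22 hours; normalized against plate controls of thapsigargin alone and 5% DMSO vehicle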
M1AAP inhibition: P. falciparum M1AAP inhibitors, biochemical, fluorogenic H-Leu-NHMec substrate, 1536-well (AID 1445). inhibition, % at 30 µM; hits with a dose series show IC50 in µM. Aminopeptidase N (Plasmodium falciparum (isolate 3D7)). 220,000 tested, 0.42% active. recombinant M1AAP, H-Leu-NHMec fluorogenic kinetic assay; higher % means a stronger effect;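 active = primary inhibition above the hit cutoff, then over 50% inhibition at one or more dose response concentrations, cut at about 23% in these data, passing the limit was not always enough; inconclusive = conflicting primary data, or primary hits not chosen for dose response; inactive = low primary inhibition, or under 50% at every dose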;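 note: plate controls were DMSO full reaction for no effect and no enzyme background for full effect; strong numbers were not always called active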
Siah-1 displacement: Siah-1 peptide-binding antagonists, primary screen, biochemical, fluorescence polarization, rhodamine-plectin, uHTS (AID 1817); E3 ubiquitin-protein ligase SIAH1 (Homo sapiens); Siah-1 / rhodamine-plectin peptide fluorescence polarization; higher % means a stronger effect; displacement, % at 20 µM; hits with a dose series show IC50 in µM; 290,000 tested, 0.02% active;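 active = displacement of at least 50% at 20 µM, with a fluorescence ratio check between 0.3 and a set limit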;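 note: plate controls were Siah plus tracer with DMSO for no effect and tracer alone without Siah for full effect; strong numbers were not always called active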
XIAP displacement: XIAP antagonists, biochemical, IAP family, fluorescence polarization (AID 1018); 200,000 tested, 0.007% active; XIAP BIR domain, fluorescence polarization peptide displacement; higher % means a stronger effect; displacement, % at 20 µM, or IC50 in µM where a hit was titrated; E3 ubiquitin-protein ligase XIAP (Homo sapiens); in the data active = displacement above about 50%; note: a part of the inactive calls stands beside numbers as strong as those of hits
Hep lipid drop: inhibitors of hepatocyte lipid droplet formation, primary screen, imaging, high-throughput imaging, BODIPY stain; inhibition, % at 6.5 µM; AML12 mouse hepatocytes, oleate lipid droplets; 240,000 tested, 0.4% active;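 active = lipid droplet intensity inhibited by at least 50%, with more than 500 cells counted; inconclusive = wells with under 300 cells, treated as cytotoxic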
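System: AML12 hepatocytes (mouse). Probe or stimulus: oleic acid at 100 µM to induce lipid droplet formation. Times: overnight treatment with compound plus oleate. Detection: Image-based BODIPY and DAPI two-channel analysis. Evaluation: percent inhibition of filter-corrected integrated lipid droplet intensity per well.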
HEK293 NOD2/NF-kB: NOD2 signaling inhibitors, cell-based, luminescence, uHTS, HEK293 (AID 1566); HEK293 NOD2/NF-kB luciferase reporter, luminescence; higher % means a stronger effect; one-dose inhibition, % at 4 µM; EC50 in µM for titrated hits; 290,000 tested, 0.63% active; note: many of its hits are not listed in these tables
Hep lipid drop cells 6.5 µM: also measured in Hep lipid drop; calls as there; cell count; measured here: cell count, cytotoxicity flag;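 cells counted across two imaged fields per well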
An asterisk follows results filed as active; ? = inconclusive; / = no result given. Cut-off read from the data, not from the text of the source, unless noted: active = inhibition above about 50%; inactive = the rest. Not all compounds are listed; count on the stated rates, not on these rows.

item	Structure	LYP phosphatase	AID2073	P. falciparum M17LAP	CSM14.1 death rescue	M1AAP inhibition	Siah-1 displacement	XIAP displacement	Hep lipid drop	Hep lipid drop cells 6.5 µM	HEK293 NOD2/NF-kB
1	COc1ccc(/C=C2\SC(=S)N(CCCC(=O)Nc3ccc(O)cc3)C2=O)cc1	-3%	30%	10%	/	11%	5%	/	-5	701	1%
2	O=C(CCC(=O)Nc1ccc(Cl)cc1Cl)NNC(=O)[C@@H]1CCCC[C@@H]1C(=O)O	-2%	4%	-3%	-0.9%	-1%	-2%	-1.2%	19	753	-2%
3	Cc1cc(N2CCCC2=O)cc(C)c1S(=O)(=O)Nc1c(C)nn(C)c1C	-5%	-5%	8%	/	-7%	25%	5.4%	2	717	7%
4	COc1ccc(-c2cc(CNS(=O)(=O)c3ccc(F)cc3)on2)cc1	-5%	0%	-1%	/	4%	-2%	-0.1%	-6	701	-8%
5	COc1cccc(NC(=O)COC(=O)c2c(F)cccc2F)c1	0%	2%	-3%	-3.0%	3%	5%	3.9%	-11	674	4%
6	O=C1CN(C(=O)NCC(=O)N[C@@H](Cc2ccccc2)C(=O)O)c2ccccc2N1	-12%	-1%	/	/	/	4%	/	/	/	10%
7	COc1ccc(Sc2ccccc2CN(C)C)cc1OC	-11%	-12%	11%	-1.8%	4%	6%	-11%	/	/	18%
8	O=C(COC(=O)CCC(=O)c1cccs1)Nc1cccc(S(=O)(=O)N2CCOCC2)c1	-7%	0%	10%	-1.0%	10%	-5%	-4.4%	/	/	-6%
9	CC(=O)N1N=C(c2ccccc2O)OC1(C)CC(=O)Nc1ccccc1 (stereo not drawn)	-3%	9%	-9%	-2.7%	0%	-5%	-10%	-18	693	10%
10	CN(C1CCCCC1)S(=O)(=O)c1ccc(Cl)c(C(=O)O)c1	-3%	-2%	-15%	4.0%	4%	0%	-2.8%	/	/	-1%
11	Nc1cc(C(=O)OCC(=O)NC(c2ccccc2)c2ccccc2)ccc1Cl	4%	15%	3%	-0.3%	7%	2%	-5.8%	-7	594	-5%
12	O=C(COC(=O)c1cc([N+](=O)[O-])ccc1Cl)NC1CCCC1	-9%	10%	/	/	/	2%	/	-6	788	7%
13	CC1CCCN(S(=O)(=O)c2cccc(-c3cn4cccnc4n3)c2)C1 (stereo not drawn)	-19%	14%	-20%	-1.1%	6%	4%	-5.0%	/	/	-2%
14	CC(O)CNCc1ccc(Cl)cc1Cl (stereo not drawn)	-16%	-5%	0%	-2.0%	-4%	-8%	-8.1%	5	683	10%
15	COc1cc(CN2CCC(n3nccc3NC(=O)C3CCOC3)CC2)ccc1F (stereo not drawn)	-13%	9%	/	/	/	-8%	/	8	867	-4%
16	CC(C)C(NC(=O)c1ccc2c(c1)OCCO2)c1nc2ccccc2[nH]1 (stereo not drawn)	-1%	-3%	/	/	/	-3%	/	-1	732	-15%
17	CCOC(=O)c1cn(Cc2ccc(Cl)cc2Cl)c2cc(C)nn2c1=O	-6%	9%	-18%	/	-1%	3%	/	4	745	21%
18	COc1ccc(C(C(=O)NC2CCCC2)N(C(=O)c2ccoc2C)c2ccc(C)cc2)cc1 (stereo not drawn)	-12%	3%	21%	-1.2%	9%	-4%	-0.4%	-22	715	11%
19	COc1cccc(C(=O)Nc2nc3c(s2)CN(C)CC3)c1	-11%	-16%	15%	-1.3%	20%	-4%	-7.9%	/	/	-68%
20	COc1ccccc1OCCCOc1ccc(C)cc1Br	-2%	-2%	4%	0.5%	-4%	7%	-0.7%	11	736	-38%
21	COc1ccc(NC(=O)CSCC(=O)Nc2ccc(S(=O)(=O)N3CCCC3)cc2)cc1	-13%	0%	/	/	/	2%	/	0	865	14%
22	O=C(CSc1nnc(Cc2cccs2)n1-c1ccccc1)NCc1ccc2c(c1)OCO2	-3%	-4%	0%	-0.3%	1%	2%	-4.7%	-11	696	1%
23	COc1ccccc1CNCC(=O)Nc1cc(S(=O)(=O)N2CCCCCC2)ccc1Cl	3%	2%	-8%	/	-4%	1%	/	-10	715	16%
24	CC(C)NC(=S)NC(=O)c1ccc(Cl)cc1Cl	5%	?	-2%	-1.8%	-2%	3%	1.0%	1	681	-11%
25	CCC(=O)n1nc(-c2ccc(OC)cc2)nc1N	-3%	18%	0%	-0.7%	-3%	16%	-3.3%	/	/	6%
26	CCn1c(SCC(=O)NCc2ccc3c(c2)OCO3)nnc1-c1ccco1	-5%	12%	/	/	/	10%	/	1	818	4%
27	Cc1ccc(NC(=O)c2ccccc2N(C)S(C)(=O)=O)cc1C	-6%	-3%	1%	-1.3%	4%	-7%	-6.5%	14	807	-5%
28	COc1ccc(/C=C(\NC(=O)c2ccc(OC)c(OC)c2)C(=O)N2CCN(C)CC2)cc1	3%	6%	/	/	/	4%	/	4	787	1%
29	N#CC(c1ccccn1)(c1ncc(C(F)(F)F)cc1Cl)N1CCOCC1 (stereo not drawn)	2%	6%	-5%	3.2%	-1%	-2%	0.2%	/	/	-16%
30	CC1(C)C2CCC1(CS(=O)(=O)N1CCCc3ccccc31)C(=O)C2 (stereo not drawn)	-6%	-3%	8%	3.8%	-1%	2%	-2.9%	-42	714	0%
31	O=C(c1cn(-c2ccccc2)nc1-c1ccncc1)N1CCCCC1	-3%	31%	-3%	-4.0%	-3%	2%	2.2%	-1	726	0%
32	COCCOC(=O)c1[nH]c2c(c1C)C(=O)CC(c1cc(OC)ccc1OC)C2 (stereo not drawn)	-1%	-4%	1%	/	-2%	7%	-2.4%	1	626	-8%
33	Cc1ccc(-n2cc(CNC(C)c3cnn(C)c3C)c(-c3ccc(F)cc3)n2)cc1 (stereo not drawn)	-10%	-6%	0%	-2.9%	-2%	8%	-6.4%	2	663	4%
34	CCCCc1nnc(SCC(=O)NC2CCCCC2)n1C	-11%	6%	/	/	/	-2%	/	-5	833	12%
35	O=C(COc1ccccc1Cl)NCc1nc(-c2ccccc2)no1	-7%	29%	/	/	/	-4%	/	-3	840	1%
36	Cc1cc(/C=C2\C(=N)N3N=C(CC(=O)N4CCOCC4)SC3=NC2=O)c(C)n1Cc1ccccc1	-5%	16%	12%	/	3%	19%	/	6	731	10%
37	CCN1CCN(C(=S)Nc2cccc(Cl)c2)CC1	2%	-20%	9%	-0.8%	3%	-1%	-2.0%	9	665	14%
38	CC(C)c1ccc(-c2c(C#N)c(N)nc3c2CCCCC3)cc1	-4%	48%	-16%	-2.9%	10%	1%	-3.6%	-12	747	-22%
39	O=C1C2C3C=CC(C4CC34)C2C(=O)N1c1nccs1 (stereo not drawn)	-6%	1%	13%	-0.7%	4%	10%	-7.7%	2	636	6%
40	O=C(CNC(c1ccccc1)c1ccccc1)Nc1ccccc1Br	-2%	-2%	/	/	/	5%	/	8	851	-37%
41	CCSc1nnc(CNc2ccc(F)cc2)n1CC1CCCO1 (stereo not drawn)	-3%	-11%	4%	-0.6%	14%	0%	4.7%	/	/	-2%
42	CCc1nc2ccccc2n1Cc1ccc(OC)c(OC)c1	-5%	0%	6%	0.3%	8%	7%	-0.7%	-22	682	12%
43	COc1ccc(N2CCN(c3ncnc4nc[nH]c34)CC2)cc1	-7%	-1%	15%	/	2%	0%	-3.5%	3	661	-23%
44	O=C1CCC(C(=O)N2CCN(c3cnccn3)CC2)CN1CCc1ccc(Cl)cc1 (stereo not drawn)	-6%	3%	/	/	/	3%	/	-1	836	4%
45	O=C(CNC(=O)c1nc[nH]c1C(=O)N1CCc2ccccc2C1)OCc1ccccc1	-11%	-2%	/	/	/	1%	/	-3	788	-9%
46	CSCC[C@H](NS(=O)(=O)c1ccc(C)cc1)C(=O)N1CCC(C(=O)N[C@@H](Cc2ccc(O)cc2)C(=O)O)CC1	-8%	9%	/	/	/	2%	/	/	/	12%
47	Cn1cc(C(=O)N/N=C/c2cccs2)c2ccccc21	-3%	25%	14%	-4.4%	12%	-4%	-11%	0	677	-39%
48	Cc1cccc(OCCCC(=O)NCCc2ccccc2)c1	-4%	-4%	-4%	8.0%	0%	-1%	-4.9%	5	656	-9%
49	O=C(/C=C/c1cccc(F)c1)Nc1nccs1	-1%	16%	1%	-0.4%	5%	0%	-1.9%	-10	708	-78%
50	Cc1nc2ccccn2c1/C(O)=C1\C(=O)C(=O)N(CCN2CCOCC2)C1c1cccs1 (stereo not drawn)	-8%	8%	18%	3.5%	3%	0%	-1.2%	-1	661	7%
51	CCOC(=O)c1c(NC(=S)N2CCOCC2)sc2c1CCN(C(=O)OCC)C2	-3%	-34%	0%	/	3%	11%	/	-10	576	-4%
52	O=C(O)c1ccccc1C(=O)c1cccs1	2%	10%	-43%	-1.1%	1%	-2%	0.7%	/	/	6%

Part of the list above, showing only XIAP displacement, AID2073 and CSM14.1 death rescue:
#	compound	XIAP displacement	AID2073	CSM14.1 death rescue
37	CCN1CCN(C(=S)Nc2cccc(Cl)c2)CC1	-2.0%	-20%	-0.8%
38	CC(C)c1ccc(-c2c(C#N)c(N)nc3c2CCCCC3)cc1	-3.6%	48%	-2.9%

Entries listed so far with an aryl thioether with sulfur outside any ring, in the order listed:
item	Structure	LYP phosphatase	AID2073	P. falciparum M17LAP	CSM14.1 death rescue	M1AAP inhibition	Siah-1 displacement	XIAP displacement	Hep lipid drop	Hep lipid drop cells 6.5 µM	HEK293 NOD2/NF-kB
7	COc1ccc(Sc2ccccc2CN(C)C)cc1OC	-11%	-12%	11%	-1.8%	4%	6%	-11%	/	/	18%
22	O=C(CSc1nnc(Cc2cccs2)n1-c1ccccc1)NCc1ccc2c(c1)OCO2	-3%	-4%	0%	-0.3%	1%	2%	-4.7%	-11	696	1%
26	CCn1c(SCC(=O)NCc2ccc3c(c2)OCO3)nnc1-c1ccco1	-5%	12%	/	/	/	10%	/	1	818	4%
34	CCCCc1nnc(SCC(=O)NC2CCCCC2)n1C	-11%	6%	/	/	/	-2%	/	-5	833	12%
41	CCSc1nnc(CNc2ccc(F)cc2)n1CC1CCCO1 (stereo not drawn)	-3%	-11%	4%	-0.6%	14%	0%	4.7%	/	/	-2%
